Screens (PubChem BioAssay)
PREPL inhibitor – human PREPL enzyme inhibition; actives 0.68% (n = 320,000); inhibition, % at 5.96 µM; recombinant PREPL, fluorescence polarization activity-based probe; in the data active = inhibition above about 43%;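 also: 0% = enzyme with DMSO and 100% = wells lacking enzyme; many of its hits are not listed in these tables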
pPAFAH inh – inhibitors of human plasma PAF acetylhydrolase (pPAFAH); AID 463082; inhibition, % at 3.39 µM; actives 1.5% (n = 330,000); Q13093; recombinant pPAFAH, FP-rhodamine probe fluorescence polarization;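 active = inhibition above the mean inhibition across the screen plus 3 SD, cut at about 25% in these data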;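 also: inhibitors block binding of the rhodamine activity-based probe so polarization drops; 0% = enzyme with DMSO and 100% = wells lacking pPAFAH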
Target sequence (Q13093 whole entry, looked up): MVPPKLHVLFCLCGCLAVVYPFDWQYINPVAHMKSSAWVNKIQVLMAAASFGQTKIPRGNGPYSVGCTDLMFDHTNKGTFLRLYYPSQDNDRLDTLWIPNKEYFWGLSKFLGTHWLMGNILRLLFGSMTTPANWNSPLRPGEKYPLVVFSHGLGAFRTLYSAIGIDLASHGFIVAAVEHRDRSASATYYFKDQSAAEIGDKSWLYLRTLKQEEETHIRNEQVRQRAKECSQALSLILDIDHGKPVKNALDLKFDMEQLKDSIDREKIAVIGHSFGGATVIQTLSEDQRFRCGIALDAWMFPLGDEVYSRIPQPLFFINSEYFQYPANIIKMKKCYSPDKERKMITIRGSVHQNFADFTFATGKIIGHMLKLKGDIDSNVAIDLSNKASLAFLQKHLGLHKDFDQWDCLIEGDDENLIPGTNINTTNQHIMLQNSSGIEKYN
PAD4 inh – inhibitors of human PAD4; Q9UM07; inhibition, % at 6.36 µM; actives 0.41% (n = 330,000); AID 485272; recombinant PAD4, RCA probe fluorescence polarization;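 active = percent inhibition above a cutoff equal to the mean of all tested compounds plus 3 SD, cut at about 15% in these data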;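 also: 0% = PAD4 with RCA probe and DMSO and 100% = probe without PAD4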
LYPLA1 inh – blocks human lysophospholipase 1, a PME1 counter-screen; O75608; recombinant LYPLA1, FP-Rh probe fluorescence polarization; inhibition, % at 5.9 µM; actives 0.16% (n = 320,000); AID 2174;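 active = inhibition above the mean of all tested compounds plus 3 SD, set per campaign, cut at about 14% in these data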;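 also: inhibitors block serine hydrolase probe labeling of LYPLA1 so polarization falls; 0% = enzyme with DMSO and 100% = wells lacking LYPLA1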
PAFAH1B2 inh – inhibitors of human PAFAH1B2; inhibition, % at 3.39 µM; actives 1.2% (n = 340,000); recombinant PAFAH1B2, FP-rhodamine activity probe, fluorescence polarization;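 active = inhibition above the mean of all tested compounds plus 3 SD, cut at about 24% in these data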;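 also: 0% = enzyme with DMSO and 100% = wells lacking PAFAH1B2; many of its hits are not listed in these tables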
LYPLA2 counter – LYPLA2 (human) inhibition in PME1 counter-screen; O95372; recombinant LYPLA2, FP-Rh probe fluorescence polarization; inhibition, % at 5.9 µM; actives 0.38% (n = 320,000);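 active = inhibition above the screen-wide mean plus 3 SD, limit set per campaign, cut at about 26% in these data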;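 also: 0% = LYPLA2 with DMSO and 100% = wells lacking LYPLA2 enzyme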
Target sequence (O95372 whole entry, looked up): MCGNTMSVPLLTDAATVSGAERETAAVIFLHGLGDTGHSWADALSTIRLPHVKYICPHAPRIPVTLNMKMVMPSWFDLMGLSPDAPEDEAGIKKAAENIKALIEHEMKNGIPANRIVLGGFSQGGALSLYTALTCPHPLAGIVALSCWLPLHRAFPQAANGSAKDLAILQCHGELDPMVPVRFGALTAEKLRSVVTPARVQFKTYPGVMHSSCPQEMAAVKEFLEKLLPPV
PME-1 inh – PME-1 (human) inhibition | recombinant PME-1, FP-Rh probe fluorescence polarization | AID 2130 | Q9Y570 | actives 0.53% (n = 320,000) | inhibition, % at 5.9 µM;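 active = inhibition above the campaign mean of all compounds plus 3 SD, cut at about 26% in these data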;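 also: competitive labeling of PME-1 active site by serine hydrolase directed probe; 0% = PME-1 with DMSO and 100% = wells lacking PME-1 enzyme; inhibitors block probe labeling so polarization falls and inhibition rises; many of its hits are not listed in these tables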
PAFAH1B3 FP inh – blocks human PAF acetylhydrolase 1B catalytic subunit 3. recombinant PAFAH1B3, FP-rhodamine probe, fluorescence polarization. AID 492972. actives 0.28% (n = 340,000). inhibition, % at 3.39 µM. Q15102;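 active = inhibition above the screen-wide average of all tested compounds plus 3 SD, cut at about 25% in these data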;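 also: 0% = enzyme with DMSO only and 100% = wells lacking PAFAH1B3 protein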
Target sequence (Q15102 whole entry, looked up): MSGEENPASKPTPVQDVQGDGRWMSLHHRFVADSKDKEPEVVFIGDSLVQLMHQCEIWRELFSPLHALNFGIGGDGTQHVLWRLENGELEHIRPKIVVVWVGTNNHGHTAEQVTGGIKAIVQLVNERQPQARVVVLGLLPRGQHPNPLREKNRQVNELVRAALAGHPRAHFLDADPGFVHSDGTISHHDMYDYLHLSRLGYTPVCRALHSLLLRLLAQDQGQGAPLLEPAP
GSTO1 counter – blocks human GSTO1 in RBBP9 counter-screen. recombinant GSTO1, activity-based probe fluorescence polarization. inhibition, % at 5.96 µM. actives 1.1% (n = 300,000). AID 1974;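 active = inhibition above the campaign mean inhibition plus 3 SD, cut at about 35% in these data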;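 also: 0% = GSTO1-1 with DMSO and 100% = wells lacking GSTO1-1 enzyme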
Numbers without * were called inactive; . = not tested or not shown. This is a subset; count on the stated rates, not on these rows.

SMILES	PREPL inhibitor	pPAFAH inh	PAD4 inh	LYPLA1 inh	PAFAH1B2 inh	LYPLA2 counter	PME-1 inh	PAFAH1B3 FP inh	GSTO1 counter
CSc1ccc(S(=O)(=O)NCC(=O)OCC(=O)N(C)CC(=O)Nc2ccccc2Cl)cc1[N+](=O)[O-]	43	6	-3	2	-3	5	1	4	8
COC(=O)[C@@]12CCCN1[C@H](c1ccc(-c3ccc(Cl)c(Cl)c3)c(OC)c1)[C@H]1C(=O)N(C)C(=O)[C@H]12	24	12	0	.	4	.	.	4	.
CC(C(=O)N1CCc2ccccc21)n1cnc2c1c(=O)n(C)c(=O)n2C (configuration not stated)	20	-3	0	-2	-2	4	5	6	.
Cc1ccccc1C(=O)NCC(C)NC(=O)c1ccccc1C (configuration not stated)	-1	-1	0	-2	1	3	2	8	-2
COc1cc(OC)c(OC)cc1CN1CCN(S(=O)(=O)c2ccc(F)cc2)CC1	-6	1	-7	-4	8	-6	-4	9	-9
Cc1nnc(SCC(=O)c2c(N)n(C3CC3)c(=O)[nH]c2=O)n1-c1ccccc1	-2	-3	5	2	-4	3	-1	-1	.
CC(C)C(OC(=O)c1nsc(Cl)c1Cl)C(=O)NC1CCCCC1 (configuration not stated)	1	6	4	-4	-2	-4	-3	7	1
CCC(=O)Nc1cccc(-c2ccc(N3CCCCC3)nn2)c1	12	2	0	-2	3	16	3	-5	5
COc1cc(/C=C/C(=O)OCC(=O)c2c(N)n(C)c(=O)n(C)c2=O)ccc1OC(F)F	6	-2	-1	-3	3	-4	-3	-5	1
CCOc1ccc(N(CC(=O)NCCc2ccc(C)cc2)S(=O)(=O)c2c(C)noc2C)cc1	-95	6	-2	-6	5	4	-10	3	-6

Ordered by molar mass (smallest number first): part of the list above.
SMILES	PREPL inhibitor	pPAFAH inh	PAD4 inh	LYPLA1 inh	PAFAH1B2 inh	LYPLA2 counter	PME-1 inh	PAFAH1B3 FP inh	GSTO1 counter
Cc1ccccc1C(=O)NCC(C)NC(=O)c1ccccc1C (configuration not stated)	-1	-1	0	-2	1	3	2	8	-2
CC(C(=O)N1CCc2ccccc21)n1cnc2c1c(=O)n(C)c(=O)n2C (configuration not stated)	20	-3	0	-2	-2	4	5	6	.
Cc1nnc(SCC(=O)c2c(N)n(C3CC3)c(=O)[nH]c2=O)n1-c1ccccc1	-2	-3	5	2	-4	3	-1	-1	.
COc1cc(/C=C/C(=O)OCC(=O)c2c(N)n(C)c(=O)n(C)c2=O)ccc1OC(F)F	6	-2	-1	-3	3	-4	-3	-5	1

Next compounds.
SMILES	PREPL inhibitor	pPAFAH inh	PAD4 inh	LYPLA1 inh	PAFAH1B2 inh	LYPLA2 counter	PME-1 inh	PAFAH1B3 FP inh	GSTO1 counter
CN1CCN(C2CCCCCC2)CC1	9	-7	-1	6	2	3	2	1	2
CC1=NN(Cc2c(C)nn(Cc3ccccc3)c2C)C(C)(C)C1	3	0	2	-2	2	0	4	1	8
CCN(CC)CCNC(=O)c1ccc(NC(=O)c2ccc(Cl)c(S(=O)(=O)N3CCCCCC3)c2)cc1	-23	-7	-7	-13	-7	-16	-9	0	-10
COc1ccc(NC(=O)c2cccc3c(Br)cccc23)cc1	-3	-1	-6	-1	-4	-3	-5	5	1
O=C(COc1ccccc1)Nc1ccc2c(c1)nc1n2CCSC1	16	2	-4	-3	-2	3	-8	7	3
COc1ccc(-n2cc(-c3ccccc3)c3c(=O)[nH]cnc32)cc1	22	18	-1	2	2	1	11	-8	2
CC(=O)NC(c1cccs1)c1cc([N+](=O)[O-])c2cccnc2c1O (configuration not stated)	25	49*	25*	-3	5	-4	34*	4	28
O=C(CSc1nc(-c2ccco2)cc(C(F)(F)F)n1)NC1CCCC1	25	-3	-2	-2	4	2	-3	-12	0
Cc1oc(-c2ccccc2Cl)nc1CN(C)C(C)c1ccon1 (configuration not stated)	-5	2	-1	-1	4	3	1	7	3
O=C(COC(=O)c1ccc(O)cc1O)Nc1ccc2ccccc2c1	-33	2	-1	-25	1	-19	-31	1	.
CCC(=O)Nc1cccc(C(=O)c2ccccc2)c1	0	2	1	2	4	1	-9	9	10
CC1C(=O)N(Cc2ccccc2F)c2ccccc2N1C(=O)c1c(F)cccc1F (configuration not stated)	7	1	3	-5	10	-7	7	-2	-7
CC(NC(=O)CCSCCC(=O)NC(C)c1ccccc1)c1ccccc1 (configuration not stated)	12	-2	2	0	13	2	-5	8	-5
CCC(C)NC(=O)CN(C)S(=O)(=O)c1ccc2c(c1)c(=O)n(C)c(=O)n2C (configuration not stated)	3	8	-3	-3	1	-4	1	8	1
O=C(CSc1nc(-c2cccs2)nc2ccccc12)NC1CCS(=O)(=O)C1 (configuration not stated)	-4	-2	5	0	-4	-3	-6	-6	.
Cc1nnc(-c2ccccc2)o1	-1	3	-2	0	-1	3	-5	-4	7
Cc1ccc(S(=O)(=O)NCc2ccncc2)cc1	-1	0	6	4	5	3	7	0	1
NNC(=O)CC1NCCN(Cc2ccccc2)C1=O (configuration not stated)	15	2	-4	1	3	0	3	5	-4
Cc1nc2ccccn2c1-c1ccnn1S(=O)(=O)c1ccc(F)cc1	-10	3	1	-2	31*	1	5	-3	2
Cc1ccc(NC(=O)CSC2=NCCN2)cc1	-7	-4	1	-2	-2	-7	-7	6	-5

Part of the list above, limited to PAD4 inh, pPAFAH inh and LYPLA2 counter.
SMILES | PAD4 inh | pPAFAH inh | LYPLA2 counter
CC(=O)NC(c1cccs1)c1cc([N+](=O)[O-])c2cccnc2c1O (configuration not stated) | 25* | 49* | -4
CN1CCN(C2CCCCCC2)CC1 | -1 | -7 | 3
CC1=NN(Cc2c(C)nn(Cc3ccccc3)c2C)C(C)(C)C1 | 2 | 0 | 0
Cc1nc2ccccn2c1-c1ccnn1S(=O)(=O)c1ccc(F)cc1 | 1 | 3 | 1
O=C(COc1ccccc1)Nc1ccc2c(c1)nc1n2CCSC1 | -4 | 2 | 3

(next part)
SMILES	PREPL inhibitor	pPAFAH inh	PAD4 inh	LYPLA1 inh	PAFAH1B2 inh	LYPLA2 counter	PME-1 inh	PAFAH1B3 FP inh	GSTO1 counter
CCOC(=O)c1ccc(-c2ccc3[nH]c4ccccc4c(=O)c3c2)cc1F	0	0	-4	0	-5	3	-2	7	-6
O=C(NCCC1=CCCCC1)NC1CCCCC1	-4	2	-4	-2	8	0	4	4	0
COc1ccc(/C=C(/NC(=O)c2ccc([N+](=O)[O-])cc2)C(=O)NC(C)(C)C)cc1	7	1	4	0	2	1	-1	11	-3
CC(=O)c1cccc(Nc2nc(-c3sc(C)nc3C)cs2)c1	32	24	-1	-2	6	-1	-12	5	-2
O=C(NNC(=S)NCCc1ccccc1)c1ccc(Br)s1	-4	15	0	1	22	4	1	8	10
CCOc1ccccc1Nc1nnc(SCC(=O)N2CCCC2)s1	9	2	-1	0	4	3	3	6	1
c1ccc(N2CCOCCOCCOCCOCC2)cc1	6	6	4	1	-3	1	-3	-1	5
CCOc1ccccc1N(C(=O)CNC(=O)c1ccco1)C(C(=O)NC(C)(C)C)c1ccncc1 (configuration not stated)	2	6	7	-2	6	3	-4	13	-3
O=C(Cc1ccc(F)cc1)OCC(=O)N1CCN(S(=O)(=O)c2ccc(Cl)cc2)CC1	10	33*	-3	-1	13	3	3	-5	-4
CC1Nc2ccc(C(=O)NC3CCCCC3)cc2NC1=O (configuration not stated)	-2	2	-16	-6	0	-4	-2	-3	-6
CCCCN(C)CCCNC(=O)CN1N=C(c2ccc(Cl)cc2)CCC1=O	3	-3	-4	0	2	-14	3	8	0
NC(=O)CC(NC(=O)Cc1cccc2ccccc12)c1ccc(NC2CCCCCCC2)c([N+](=O)[O-])c1 (configuration not stated)	13	-1	-6	-6	0	-7	-12	-4	-2
O=C(CNC(=O)c1n[nH]c2ccccc12)Nc1cc(Cl)ccc1Cl	-1	-5	-6	.	0	.	.	4	.
NC(=O)CC(NC(=O)c1ccccc1)c1ccc(NCCc2ccc(F)cc2)c([N+](=O)[O-])c1 (configuration not stated)	-11	2	2	-2	-5	-2	-2	1	1
COc1ccc(Cl)cc1S(=O)(=O)NCc1nc2nc(C)cc(C)n2n1	-1	2	-1	-1	9	-6	-2	2	-2
CC1(C)CC(=O)c2c(noc2-c2ccccc2)C1	-3	0	-2	-2	0	1	0	-5	14
Cc1ccc(NC(=O)c2cc(N3C(=O)C4CC=CCC4C3=O)ccc2N2CCCCC2)cc1 (configuration not stated)	10	2	2	0	1	5	2	-3	-2
Cc1nc(-c2ccc(NS(C)(=O)=O)cc2)cs1	9	5	-6	-4	0	-5	3	6	-5
Cc1cccc(N2CCN(Cc3oc(CO)cc(=O)c3O)CC2)c1C	8	-1	-1	-1	0	2	3	7	5
CC(C)(C)C(CCl)C(=O)NN=C(c1ccccc1)c1ccccc1 (configuration not stated)	9	-2	-1	4	6	7	4	3	.
Cc1cc(C)cc(NC(=O)CN2CCN(C(=O)C3CCCO3)CC2)c1 (configuration not stated)	11	4	1	4	-1	15	2	12	4
CCN1C(=NCCc2ccccn2)N[C@@H](c2cccc(F)c2)C(C(=O)OC)=C1C	19	0	-5	3	-2	5	1	5	2
N#Cc1cc(Nc2c(N)nc[nH]c2=O)c([N+](=O)[O-])cc1C#N	-3	6	2	-3	-6	-6	0	4	7
O=c1[nH]c(N2CCN(Cc3ccc4c(c3)OCO4)CC2)nc2c1CCCC2	3	8	2	-1	1	-1	-8	2	-5
O=S(=O)(NC1=NCCC1)c1ccc(F)cc1F	1	-2	-4	-2	4	6	-1	4	8
N#C/C(=C(/O)c1ccc(Br)s1)c1nc2ccccc2[nH]1	-9	-2	-3	-2	1	4	-4	-3	-3
CCOC(=O)c1cn2c(C)cccc2n1	-4	7	-5	6	-2	9	0	1	-5
COC(=O)c1cc(OC)ccc1-c1ccc(OC)cc1	12	6	5	-3	-3	3	2	2	6
c1ccc2c(c1)nnn2Cc1nnc2sc(-c3ccc4c(c3)OCCO4)nn12	-4	3	6	3	4	7	4	-1	-5
COc1ccc2nc(-c3ccc(F)cc3)sc2c1	-26	2	1	-4	10	3	-1	-2	-2
Cc1ccc(/C=N/NC(=O)c2nnn(-c3nonc3N)c2CN(C)C2CCCCC2)cc1	7	-6	-2	0	1	-1	-13	2	0
Cc1ccc(C)c(-n2c(SCC(=O)O)nc3sc4c(c3c2=O)CCCC4)c1	3	-2	1	-2	-10	-7	-6	2	-71
